# GLS inh = qHTS for Inhibitors of Glutaminase (GLS) | Glutaminase kidney isoform, mitochondrial (Homo sapiens), O94925 | GLS enzymatic activity, qHTS titration | Potency, µM (top dose mostly 45.5 µM), without a hit: top-dose activity change, negative = inhibition, actives largely listed as inhibitors | actives 0.21% (n = 410,000); also: potency is read from the fitted curve at half-maximal effect; % is scaled to controls: 0 for no effect and ±100 for the full control effect
#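 Assay buffer: 45 mM KH2PO4 pH 8.2, 0.02% Tween-20. hKGA acts on L-glutamine (1 mM solution added); product glutamate is reported by an oxidase/peroxidase Amplex Red coupling, with fluorescence taken at baseline and 30 min.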
# ERG Ets-DNA blk = qHTS for Small Molecule Inhibitors of the ERG Ets/DNA interaction; Transcriptional regulator ERG (Homo sapiens), P11308; fluorescence polarization, His-ERG Ets domain / labelled DNA; Potency, µM (top dose mostly 76.9 µM), inactives show top-dose FP activity, negative = inhibition, usual class: inhibitors; AID 624246, 2012; actives 0.028% (n = 370,000); active = well fitted inhibition curve with a large enough effect in the polarisation, with a control signal flat; inconclusive = small, poorly fitted or top-dose-only effect, or effect the other way, or a change in a side signal; inactive = no such curve, though single readings can be large or run the other way; the % refers to the polarisation;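 also: polarization taken with two DNA probes labelled with fluorescein and Texas red; potency is read from the fitted curve at half-maximal effect; % of control where 0% means no effect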
#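 His-tagged ERG Ets domain (1 uM in the protein solution; 300mM KCl, 50mM Tris-HCl, 1mM EDTA, 1mM DTT, pH 7.5) received compound, then a probe mix of 5 nM fluorescein-DNA and 100nM Texas-615-DNA. Fluorescence polarization was read for both dyes.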
# HP1b binding inh = HTS for Inhibitors of HP1-beta Chromodomain Interactions with Methylated Histone Tails. AlphaScreen HP1-beta / biotin-H3K9me3 peptide binding. Potency, µM (doses to about 114 µM), for inactives: at the top dose activity change, negative = inhibition, hits mostly inhibitors. actives 0.56% (n = 390,000). AID 540317, 2011; also: potency is read from the fitted curve at half-maximal effect; nearly all actives have a fitted effect of over 70% in size; inactives centre near 23
#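 Compound inhibition of the preformed complex between 50 nM HP1-beta and 50 nM biotinylated H3K9me3 peptide was read by AlphaScreen. Buffer was PBS pH 7.4 with 0.01% Tween-20. Incubations ran 30 min at room temperature, with 10 ug/mL donor/acceptor beads.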
# PI4K2A block = qHTS for small molecular inhibitors of PI4K2A. actives 0.13% (n = 420,000). activity change, negative = inhibition, % at 76.9 µM. Phosphatidylinositol 4-kinase type 2-alpha (Homo sapiens), Q9BTU6. purified PI4K2A, ADP-Glo luminescence, 1 h; stronger effect = lower value; in the data active = activity change below about -50%; inconclusive = mostly about -30% to -49%;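 also: -100% = wells without enzyme as full effect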
#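 ADP-Glo luminescence measured ADP generated by PI4K2A enzyme (4 ug/mL before mixing) with 1.2 mM PI substrate (pre-mix) and 300 microM ATP (pre-mix). Tris pH7.5 buffer with MgCl2, Triton X-100; 1 h reaction at ambient temperature.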
# RGS4 inh = Inhibitors of Regulator of G Protein Signaling (RGS) 4: qHTS; Regulator of G-protein signaling 4 (Homo sapiens), P49798; Potency, µM (top dose mostly 114 µM), for inactives: at the top dose activity change, negative = inhibition, most hits filed as inhibitors; actives 0.039% (n = 390,000); Transcreener GDP fluorescence polarization, RGS4-accelerated GTP hydrolysis; also: potency is read from the fitted curve at half-maximal effect; % is scaled to controls: 0 for no effect and ±100 for the full control effect; nearly all actives have a fitted effect of over 75% in size; some results filed as inactive show a strong effect at the top dose
#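 MLSMR compounds (23 nl, pin-transferred) preincubated 10 min at room temperature with a 500nM (2x) first reagent, then RGS4 at 900nM (2x) plus Transcreener GDP mix added; fluorescence polarization (620/688 nm) read before and after 90 min at 30 °C.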
# G9a inh = qHTS Assay for Inhibitors of Histone Lysine Methyltransferase G9a; Histone-lysine N-methyltransferase EHMT2 (Homo sapiens), Q96KQ7; G9a H3K9 monomethylation, AlphaScreen, 2 h; Potency, µM (titrated, usually from 102 µM), inactives show top-dose activity, negative = inhibition, most hits filed as inhibitors; actives 8.8% (n = 350,000); AID 504332, 2011; also: potency is read from the fitted curve at half-maximal effect; % is scaled to controls: 0 for no effect and ±100 for the full control effect; nearly all actives have a fitted effect of over 75% in size
#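 Step 1: enzyme (final 20 nM) with compound, 15 min RT. Step 2: substrate peptide 500 nM and SAM 20 uM, 2 h RT. Step 3: anti-H3K9me1 antibody and AlphaScreen beads, 10 min, then plate read.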
# ALOX12 inh = Primary qHTS assay for inhibitors of human arachidonate 12S-lipoxygenase (ALOX12): Round 2 | Polyunsaturated fatty acid lipoxygenase ALOX12 (Homo sapiens), P18054 | purified 12hLO, xylenol orange hydroperoxide absorbance | Potency, µM (doses to about 108 µM), for inactives: top-dose activity change, negative = inhibition, hits mostly inhibitors | actives 1.1% (n = 580,000); also: potency is read from the fitted curve at half-maximal effect; % is scaled to controls: 0 for no effect and ±100 for the full control effect
#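 Purified human 12hLO at 150 nM in 25 mM Hepes, 0.01% Triton X-100, pH 7.0, preincubated 15 min at room temperature with compound. Reaction started with 40 uM arachidonic acid, 30 min at room temperature. Hydroperoxide measured by Fe-xylenol orange, 573/405 nm absorbance ratio.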
# JMJD2A Tudor = qHTS Assay for Inhibitors of JMJD2A-Tudor Domain. Lysine-specific demethylase 4A (Homo sapiens), O75164. AlphaScreen JMJD2A-Tudor / H3K4me3 peptide binding. Potency, µM (series often up to 114 µM), inactives show at the highest dose activity change, negative = inhibition, usual class: inhibitors. actives 4.4% (n = 390,000). AID 504339, 2011; also: potency is read from the fitted curve at half-maximal effect; % is scaled to controls: 0 for no effect and ±100 for the full control effect; nearly all actives have a fitted effect of over 50% in size
# BAZ2B block = qHTS Assay for Inhibitors of BAZ2B. Bromodomain adjacent to zinc finger domain protein 2B (Homo sapiens), Q9UIF8. AlphaScreen BAZ2B-H3K14Ac peptide displacement. Potency, µM (top dose mostly 114 µM), without a hit: at the top dose activity change, negative = inhibition, most hits filed as inhibitors. actives 4.4% (n = 360,000). AID 504333, 2011; also: potency is read from the fitted curve at half-maximal effect; % is scaled to controls: 0 for no effect and ±100 for the full control effect; nearly all actives have a fitted effect of over 60% in size
#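 BAZ2B 50 nM plus b-H3(5-23)K14Ac 50 nM, PBS pH 7.4/0.01% Tween-20, 30 min RT; compound added (max 110 uM), 30 min RT; streptavidin donor/Ni-chelate acceptor beads 10 ug/mL final, 20 min dark; AlphaScreen read.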
# Active calls of the source: *; ? = inconclusive; / = not tested or not shown; & = joins results of further samples; [ ] = another dose, or the depositor's remark. Unless noted, calls follow the shape of the dose curve; as a rule, active = well fitted curve in the direction sought with a large enough effect; inconclusive = small, poorly fitted or top-dose-only effect, or another doubt; inactive = no such curve, though single readings can be large; an effect the other way counts as inactive or inconclusive. This is a subset; rates above refer to the full screens.
SMILES,GLS inh,ERG Ets-DNA blk,HP1b binding inh,PI4K2A block,RGS4 inh,G9a inh,ALOX12 inh,JMJD2A Tudor,BAZ2B block
CN(CCCC1CCCC1)C(=O)c1cc(COc2c(F)cccc2F)on1,2%,-10%,190%[activator],6,8%,23%[0.501 µM],?,132%[activator],148%[activator]
Cc1cccc(CN2CCN(CC(=O)O)C2=O)c1,-6%,-2%,32%,2,31%,?,22%,4%,-11%
O=C(O)c1ccc(-n2cccn2)nc1,-1%,2%,1%,-4,-1%,/,0%,-16%,5%
Cc1ccc(N(CC(=O)NCc2ccco2)C(=O)CCC(=O)Nc2nccs2)c(C)c1,-4%,5%,-15%,4,10%,71µM*,-13%,-14%,-10%
CCC(C)NC(=O)C1=CCN(S(=O)(=O)c2ccc(C)cc2)CC1 (stereo not drawn),-3%,-3%,6%,-6,-25%[56.9 µM],50µM*,1%,-12%,0%
COC(=O)c1scc(C)c1NC(=O)CSc1ccc(Cl)cc1,-7%,-12%,18%,-3,11%,14%,-5%,-10%,1%
CCCCCNC(=O)c1cccnc1SCC(=O)Nc1ccccc1OC,3%,/,40%[activator],2,-17%,8%,4%,-7%,4%
COc1ccc(C)cc1NC(=O)CSc1nnc(-c2ccccn2)n1Cc1ccco1,-1%,6%,8%,-6,-24%,-19%[59 µM],-10%,?,?
COCCCNC(=S)N1CCCN(c2nc3cc(C)c(C)cc3cc2C#N)CC1,9%,6%,131%[activator],-10,-3%,/,0%,28%,-2%
Cc1ccc(S(=O)(=O)Nc2ccc(-n3cnnn3)cc2)c(C)c1,4%,-2%,31%,-4,4%,-7%[2.33 µM],?,3%,5%
O=C(c1cccs1)n1cc(C(=S)N2CCOCC2)c2ccccc21,/,-1%,2%,1,-7%,28µM*,?,?,?
C/C(=N\NC(=O)c1cccc(Cl)c1)c1cccc(NC(=O)c2ccco2)c1,-8%,7%,29%,13,-7%,24%[59 µM],0%,-24%,-6%
NC(=S)N/N=C/c1ccccc1OCc1cccc(Cl)c1,-4%,3%,-9%,7,-34%,-7%,/,?,-35%[57.1 µM]
COc1cc(C(C)=O)ccc1Oc1cnccn1,-5%,-3%,20%,-1,18%,-15%[59 µM],-11%,-26%,-28%
CCOC(=O)c1ccccc1CN1C(=O)c2ccccc2S1(=O)=O,1%,-20%,30%,7,2%,29%,9%,7%,15%
COc1ccc(NC(=O)C(=O)NCCc2ccccc2)cc1OC,8%,-7%,34%[activator],-2,-7%,8%[59 µM],0%,6%,-26%
CCC(Sc1nc2n[nH]c(C)c2c(=N)n1-c1ccccc1Cl)C(=O)N(CC)CC (stereo not drawn),7%,-1%,57%[activator],-1,0%,21%[59 µM],-6%,-5%,4%
O=C(O)C1C2C=CC(C2)C1C(=O)NCCc1cccc(Cl)c1 (stereo not drawn),-8%,-2%,22%,5,-25%,6%[59 µM],187%[activator],5%,-1%
Cc1ccc2oc3c(c(=O)c2c1)C(c1cccc(Br)c1)N(Cc1ccco1)C3=O (stereo not drawn),-1%,-2%,25%,-4,14%,-4%[59 µM],6%,7%,4%
COc1ccc(CC(=O)Nc2cc(=O)n(C)c(=O)n2C)cc1,-1%,-3%,38%,4,12%,-13%,16%,-13%,4%
CCOc1cc2[nH]c(=O)n(CCCC(=O)N3CCN(c4ccc(OC)cc4)CC3)c(=O)c2cc1OCC,11%,-1%,10%,2,22%,-34%[59 µM],-6%,-17%,-2%
CN1c2ccccc2C(C)(C)C12CCCC(=O)N2 (stereo not drawn),4%,5%,45%[activator],-21,-30%,8.9µM*,?,?,50µM*
CC(OC(=O)c1snc(C(=O)NC2CCCCC2)c1N)C(=O)NC(C)(C)C (stereo not drawn),3%,-6%,15%,-1,55%[activator],25%[59 µM],136%[activator][57.4 µM],?,-6%
COC(=O)CSc1cc([N+](=O)[O-])ccc1NC(=O)OC,-4%,6%,34%,3,?,35µM*,-6%,-11%[57.1 µM],-3%
COc1ccc2[nH]c(C(=O)NCCc3ccccc3)cc2c1,-1%,2%,10%,2,16%,-5%,163%[activator],-9%,-2%

# Other entries.
SMILES,GLS inh,ERG Ets-DNA blk,HP1b binding inh,PI4K2A block,RGS4 inh,G9a inh,ALOX12 inh,JMJD2A Tudor,BAZ2B block
COCCCN1C(=O)C(=O)/C(=C(/O)c2ccccc2)C1c1ccc(N(C)C)cc1 (stereo not drawn),16%,?,7%,-7,2%,45µM*,?,?,?
COC(=O)CC1=NN(c2nc3ccccc3s2)C(=O)/C1=C/N(C)C,-1%,8%,28%,-4,-10%,9%[59 µM],?,-16%,-2%
Cn1c(=O)n(Cc2ccccc2Cl)c2ccccc21,-10%,5%,?,0,?,33%,-1%,?,-7%
NC(=O)C1CCCN(Cc2c(C(=O)N3CCc4ccccc4C3)nc3ccc(Cl)cn23)C1 (stereo not drawn),-16%,-15%,17%,-1,20%,14%,35%[activator],-4%,-12%
COc1ccc2[nH]c3c(c2c1)CCN1C(=O)C(CC(=O)NC(C)(C)C)C[C@H](C(=O)N2CCCCC2)[C@@]31C (stereo partly drawn),-5%,-17%,6%,3,-2%,/,12%,-5%,/
Cc1ccc(/C=N/NC(=O)CN2CCN(S(=O)(=O)c3ccc(Br)cc3)CC2)s1,13%,-3%,16%,-5,-35%,?,1%,-11%,-1%
O=C(CSc1nncn1-c1ccccc1)c1c[nH]c2ccccc12,0%,-6%,30%,-4,4%,-43%,-6%,-18%,-10%
CCCCN(CC)CCNC(=O)c1cn(C)c(=O)c2c1c1ccccc1n2C,-9%&1%,8%&-2%,22%&36%,-5&-4,-22%&7%,1%[2.33 µM],5%&0%,-4%&1%,8%&0%
O=C(NCc1cccnc1)C(C(=O)c1ccc(F)cc1)n1ccccc1=O (stereo not drawn),-16%,2%,2%,-7,27%,-29%[12.7 µM],-19%,-20%,-28%
Cn1c(N)c(C(=O)COC(=O)CN2C(=O)c3ccccc3C2=O)c(=O)n(C)c1=O,-1%,2%,24%,-1,18%,-12%[59 µM],-11%,-19%,7%
COc1ccccc1-c1nnc(NC(=O)c2cccc(N3C(=O)CCC3=O)c2)o1,7%,-2%,8%,-1,0%,1.4µM*,1%,35µM*,25µM*
CCCc1c(C(=O)N/N=C/c2ccc(OCc3ccccc3)c(OC)c2)nnn1-c1nonc1N,-4%,4%,70%[activator],-6,-20%,31%[activator],-15%,-12%,-5%
CC(C)CC1(C)NC(=O)N(CC(=O)N2C(C)CCCC2C)C1=O (stereo not drawn),-2%,-11%,27%,4,19%,5%[12.7 µM],-9%,-5%,-4%
COc1ccc(-c2cc(C(=O)O)c3c(C)nn(-c4ccccn4)c3n2)cc1,-2%,-6%,33%,-6,-14%,?,1%,-10%,9%
O=C(N/N=C/c1ccoc1)c1ccc(Cl)cc1Cl,-3%,-3%,2%,-1,26%,20%,25%,-14%,-30%
O=C(N1CCOCC1)N1CCN(C(c2ccccc2)c2ccccc2)CC1,-6%,-2%,21%,3,8%,9%[12.7 µM],-2%,-7%,-5%
COc1cc(/C=C2/C(=O)NN(c3cccc(C)c3)C2=O)ccc1OC(=O)c1ccco1,?,3%,-7%,-11,?,?,35µM*,-23%,?
CCOC(=O)C1CCN(C(=O)c2cnn(-c3ccc(F)cc3)c2-n2cccc2)CC1,-5%,5%,49%[activator],-3,32%,-34%[59 µM],0%,-18%,-22%
O=C(Cc1cn2ccsc2n1)OCc1ccccc1,12%,-1%,22%,4,41%,-27%[12.7 µM],?,-12%,-34%
COc1ccc(-c2sc3ccccc3c2/C=C/c2ccncc2)cc1,-3%,1%,71%[activator],-2,4%,/,-3%,-10%,/
O=C(COc1ccccc1)NC1CCS(=O)(=O)C1 (stereo not drawn),-10%,-4%,26%,-1,13%[56.9 µM],/,-2%,-8%,-18%

# An excerpt of these results, with values under each structure.
# Sequence of screens – GLS inh, ERG Ets-DNA blk, HP1b binding inh, PI4K2A block, RGS4 inh, G9a inh, ALOX12 inh, JMJD2A Tudor, BAZ2B block
> NC(=O)C1CCCN(Cc2c(C(=O)N3CCc4ccccc4C3)nc3ccc(Cl)cn23)C1 (stereo not drawn)
→ -16%, -15%, 17%, -1, 20%, 14%, 35%[activator], -4%, -12%
> COc1ccc2[nH]c3c(c2c1)CCN1C(=O)C(CC(=O)NC(C)(C)C)C[C@H](C(=O)N2CCCCC2)[C@@]31C (stereo partly drawn)
→ -5%, -17%, 6%, 3, -2%, /, 12%, -5%, /
> Cc1ccc(/C=N/NC(=O)CN2CCN(S(=O)(=O)c3ccc(Br)cc3)CC2)s1
→ 13%, -3%, 16%, -5, -35%, ?, 1%, -11%, -1%

# High-throughput results: PubChem BioAssay, National Center for Advancing Translational Sciences (NCATS)
